From PubChem BioAssay
Mot1-301 SUMO = inhibitors of SUMOylation pathway: yeast Mot1-301 growth rescue | S. cerevisiae Mot1-301 growth rescue, ATP luminescence, 38.5C; percent above DMSO median, 100 means doubled | growth rescue, % at 18.8 µM | hit rate 1% among 320,000;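 active = every valid replicate shows activation above 250% relative to neutral control wells; inactive = the rest, any valid replicate at or below 250%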;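 also: OY570 slx delta 5 strain wells were the positive control but not used for scaling; some compounds called inactive have numbers as strong as hits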
phage Ecoli inh = E. coli growth loss with phage present; inhibition, % at 11.9 µM; hit rate 0.26% among 360,000; growth absorbance; AID 651602; in the data active = inhibition above about 11%
Ecoli viability = bacterial growth inhibition, counter-screen for AddAB inhibitors. E. coli V3065 growth, OD600 absorbance, 18 h. inhibition, % at 11.9 µM. hit rate 0.27% among 330,000. AID 449728;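 active = inhibition above the campaign's mean inhibition across all tested compounds plus 3 SD, cut at about 9.9% in these data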;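 also: uninfected addAB+ strain grown without phage in ampicillin broth; 0% = DMSO wells and 100% = ciprofloxacin 0.95 µg/ml wells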
PKA-R1A act = activators of PKA-R1A complex | P00514+P68181 | PKA-R1A dissociation, Cy5-IP20 fluorescence polarization; scaled: DMSO 0%, 113 µM cGMP 100% | activation, % at 11.4 µM | hit rate 0.083% among 340,000;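 active = percent activation above the mean of all tested compounds plus 3 SD, cut at about 19% in these data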;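 also: higher means more PKAc released from R1A so a rise in polarization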
AddAB inh = less growth of phage-infected E. coli with AddAB | E. coli expressing H. pylori AddAB, absorbance growth | inhibition, % at 11.9 µM | hit rate 0.29% among 330,000 | AID 435030; in the data active = inhibition above about 12%;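 also: 0% = vehicle wells of infected cells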
PfHsp90 set2 = growth inhibition of yeast expressing Plasmodium Hsp90 | AID 504621 | S. cerevisiae expressing PfHsp90, BacTiter-Glo ATP, 48 h; yeast lacking PDR1 and PDR3 efflux regulators | inhibition, % at 9.4 µM | hit rate 0.32% among 310,000;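 active = every replicate shows inhibition above about 80%, whatever the replicate mean, limit read from the data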;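 also: 0% = DMSO neutral controls and 100% = 20 µM radicicol positive controls; yeast relying on Plasmodium falciparum Hsp90 in place of its own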
HTR5A inv ag = HTR5A inverse agonism, opioid heterodimer counter-screen. P47898. HTR5A cell line, luminescence. inhibition, % at 9.3 µM. hit rate 0.083% among 340,000. AID 504634; in the data active = inhibition mostly above about 23%, no sharp cut-off; inactive = mostly below about 18%;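 also: 0% = cells with DMSO and 100% = no-cell wells with DMSO; some compounds called inactive have numbers as strong as hits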
OPRM1-OPRD1 inv = inverse agonists of human mu-delta opioid receptor heterodimerization; inhibition, % at 9.3 µM; AID 504357; P35372+P41143; cell-based MOR-DOR heterodimer luminescence, inverse agonism; hit rate 0.21% among 340,000; in the data active = inhibition above about 22%, passing the limit was not always enough;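 also: 0% = cells with DMSO and 100% = wells without cells with DMSO; values of inactives mirror those of a sister screen read the other way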
OPRM1-OPRD1 ag = agonists of human mu-delta opioid receptor heterodimerization | P35372+P41143 | cells, OPRM1-OPRD1 heterodimerization, luminescence | activation, % at 9.3 µM | hit rate 0.3% among 340,000 | AID 504326; in the data active = activation above about 18%;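 also: 0% = vehicle-treated cells and 100% = reference agonist; values of inactives mirror those of a sister screen read the other way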
HTR5A ag ctr = counter-screen for OPRM1-OPRD1 agonists: human HTR5A agonism | P47898 | activation, % at 9.3 µM | HTR5A agonist assay, luminescence, cell-based | hit rate 0.61% among 340,000 | AID 504692; in the data active = activation mostly above about 9.5%, no sharp cut-off; inactive = mostly below about 7.6%;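 also: 0% = cells with vehicle only and 100% = reference agonist; strong numbers were not always called active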
DSG3 Ab inh = blocks pemphigus antibody binding to human desmoglein-3. P32926. DSG3-coupled beads, scFv-anti-DSG3-GFP binding, flow cytometry; stronger effect = lower value. binding (percent of control), % at 10 µM. hit rate 0.48% among 310,000. AID 588358;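 active = binding more than 3 SD below its plate's average and above zero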; also: some compounds called inactive have numbers as strong as hits
Target sequence (P32926 whole entry, looked up): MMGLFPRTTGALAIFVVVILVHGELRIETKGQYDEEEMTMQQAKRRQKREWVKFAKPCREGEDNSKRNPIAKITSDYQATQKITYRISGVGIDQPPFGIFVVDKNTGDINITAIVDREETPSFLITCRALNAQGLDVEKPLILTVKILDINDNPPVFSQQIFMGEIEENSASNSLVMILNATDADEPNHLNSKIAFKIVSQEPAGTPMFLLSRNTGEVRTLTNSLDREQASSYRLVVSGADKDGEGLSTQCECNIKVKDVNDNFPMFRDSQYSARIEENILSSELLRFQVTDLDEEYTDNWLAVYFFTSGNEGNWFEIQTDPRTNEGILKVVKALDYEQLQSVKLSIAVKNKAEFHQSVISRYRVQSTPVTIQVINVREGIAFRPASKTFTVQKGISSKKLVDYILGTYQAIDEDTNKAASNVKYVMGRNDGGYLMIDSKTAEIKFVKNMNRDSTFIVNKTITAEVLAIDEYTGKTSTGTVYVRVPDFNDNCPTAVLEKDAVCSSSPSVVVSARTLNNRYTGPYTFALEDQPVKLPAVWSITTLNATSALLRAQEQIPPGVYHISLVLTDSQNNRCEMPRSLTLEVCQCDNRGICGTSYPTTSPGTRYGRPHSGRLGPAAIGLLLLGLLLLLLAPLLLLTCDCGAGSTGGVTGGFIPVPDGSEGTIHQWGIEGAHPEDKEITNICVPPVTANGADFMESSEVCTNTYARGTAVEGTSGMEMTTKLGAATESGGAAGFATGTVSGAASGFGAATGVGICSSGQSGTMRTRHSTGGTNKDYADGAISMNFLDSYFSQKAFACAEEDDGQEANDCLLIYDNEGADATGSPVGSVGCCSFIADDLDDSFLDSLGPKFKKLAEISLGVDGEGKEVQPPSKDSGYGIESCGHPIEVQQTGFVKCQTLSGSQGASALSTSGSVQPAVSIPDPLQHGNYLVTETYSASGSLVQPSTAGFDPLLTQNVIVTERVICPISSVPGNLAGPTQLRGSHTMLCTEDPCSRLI
* hit, by the source's call; i = inactive; nt = not tested or not shown. This is a random part of the collection; any-hit rate near 3.2%.

item	Compound	Mot1-301 SUMO	phage Ecoli inh	Ecoli viability	PKA-R1A act	AddAB inh	PfHsp90 set2	HTR5A inv ag	OPRM1-OPRD1 inv	OPRM1-OPRD1 ag	HTR5A ag ctr	DSG3 Ab inh
1	Nc1c(C(=O)N2CCCCC2)sc(=S)n1-c1ccccc1	-22	2.3	-0.7	-4	1.4	23	6	13	-2.4	2	96
2	S=C(NCc1ccncc1)Nc1ccc(Br)cc1Cl	-7	2.0	1.8	0	1.5	5	14	16	-2.9	-3	106
3	CC(OC(=O)c1cc2c(ccc3ccccc32)oc1=O)c1nc2ccccc2s1 (centres undefined)	21	1.8	-1.7	-3	0.8	-1	6	0	0.1	-2	94
4	CCN(CC)CCNC(=O)c1c(C)n(-c2ccccc2)c2cc(Br)c(OC)cc12	-2	0.8	0.5	-8	0.4	4	-4	-1	0.2	0	nt
5	COc1ccc(C(=O)C2CCCN(Cc3ccc4nonc4c3)C2)cc1OC (centres undefined)	41	-0.5	-0.1	-5	-0.7	4	12	9	-2.0	-4	nt
6	NCCSC1CC(=O)N(c2ccc(Cl)c(Cl)c2)C1=O (centres undefined)	-4	-0.5	-0.3	5	-0.7	17	2	-3	0.6	-1	115
7	COC(=O)c1scc(C)c1NC(=O)c1ccccc1F	3	2.5	2.7	-3	0.6	-45	-12	8	-1.9	3	98
8	CCCC1C(=O)Nc2ccccc2N1C(=O)c1cccc(C)c1 (centres undefined)	-20	1.5	0.7	-9	0.2	7	-19	17	-3.9	5	102
9	Cc1cccc(NC(=O)C23CCC(C)(C2Br)C3(C)C)c1 (centres undefined)	3	1.5	1.3	-2	1.6	nt	-15	-67	12	6	105
10	COc1cccc2cc(C(=O)CS(=O)(=O)c3ccc(C)cc3)c(=O)oc12	-2	nt	-1.8	8	1.0	-16	-14	16	-3.0	2	93

Next section:
item	Compound	Mot1-301 SUMO	phage Ecoli inh	Ecoli viability	PKA-R1A act	AddAB inh	PfHsp90 set2	HTR5A inv ag	OPRM1-OPRD1 inv	OPRM1-OPRD1 ag	HTR5A ag ctr	DSG3 Ab inh
11	O=c1cc(N2CCCCC2)c(-c2ccccc2)nn1Cc1ccc(F)cc1	105	3.5	1.7	-1	2.1	-74	18	-35	6.9	5	102
12	Cc1nnc(NC(=O)CSc2nnc(CNC(=O)c3ccccc3)o2)s1	-8	3.1	-1.2	6	-0.7	-7	6	0	-0.1	1	nt
13	C/C=C(/C)C(=O)Nc1cccc(C2=NOC3(C2)C[C@@H](C(N)=O)N(C(=O)CC)C3)c1 (some centres undefined)	6	3.8	-0.3	0	0.4	11	1	9	-1.5	9	94
14	COc1ccc(C2=NS(=O)(=O)N(C)C(C(=O)N3CCC(C)CC3)=C2)cc1	7	1.4	0.6	-4	-1.7	-14	-23	4	-0.7	7	103
15	COc1ccc2nc(C)cc(SCC(=O)N/N=C/c3ccccc3)c2c1	3	1.9	-1.6	-7	0.9	18	5	7	-1.2	-1	103
16	CCc1ccc(NC(=O)CN(N=Nc2nonc2C)c2nonc2C)cc1	14	3.3	0.4	9	0.3	-32	-13	8	-1.5	5	104
17	CNC(=O)C12CCC(C)(c3nc4cc(C)c(C)cc4nc31)C2(C)C (centres undefined)	104	1.1	1.9	0	0.8	-18	-26	14	-2.5	4	102
18	CC(C)N1CCc2c(sc(NC(=O)CCc3ccccc3)c2C(N)=O)C1	nt	2.4	1.9	15	-0.2	-6	-5	-8	1.6	5	102
19	Cc1ccc(-c2c(C(=O)N/N=C/c3ccncc3)nnn2-c2nonc2N)cc1	-5	1.0	1.5	-1	1.1	-8	8	-1	0.2	6	85
20	CC(=O)C[C@H](O)CC(=O)[C@H]1OC(=O)CCCCCCc2ccccc21	20	2.8	-4.1	1	1.9	1	-15	13	-2.7	4	107

Next part.
item	Compound	Mot1-301 SUMO	phage Ecoli inh	Ecoli viability	PKA-R1A act	AddAB inh	PfHsp90 set2	HTR5A inv ag	OPRM1-OPRD1 inv	OPRM1-OPRD1 ag	HTR5A ag ctr	DSG3 Ab inh
21	COc1cc(C(=O)Nc2ccc(Nc3ccccc3)cc2)cc(OC)c1OC	24	-0.8	-3.5	-12	-1.9	-6	-10	10	-2.1	3	96
22	CCN(CC(=O)NCc1cccs1)C(=O)c1ccc(OC)c(S(=O)(=O)N2CCOCC2)c1	-12	1.6	1.2	1	-0.2	nt	-1	17	-3.1	-1	94
23	O=C(CN1CCCCCC1)Nc1ccccc1[N+](=O)[O-]	65	3.4	2.7	-7	2.1	-12	2	-8	1.8	0	94
24	COc1cc(CC(=O)OCC(=O)Nc2cc([N+](=O)[O-])ccc2Cl)cc(OC)c1OC	4	3.9	-0.7	-7	1.4	5	-3	-2	0.4	1	102
25	Cc1nc(C(C)(C)O)n(-c2ccccc2)n1	343	-0.4	-1.1	8	0.3	2	-7	5	-0.8	-1	115
26	COc1ccccc1NS(=O)(=O)c1ccc(Cl)cc1	-13	4.5	3.7	4	1.7	34	2	10	-1.9	0	111
27	O=C(C[n+]1ccccc1)N/N=C/c1ccc(C(=O)O)cc1	14	1.4	1.8	0	0.8	-8	-17	13	-2.5	5	102
28	Fc1ccc(-c2ccc(CNCc3ccccn3)o2)cc1	9	1.2	-5.8	-5	-3.7	2	3	13	-2.7	-1	140
29	Cc1cc(C)cc(NC(=O)CCn2ccnc2)c1	-19	2.0	0.1	-1	4.8	8	-5	-3	0.4	4	nt
30	CC(C)N1CC(COc2ccc(Br)cc2)OC1=O (centres undefined)	-6	1.4	-1.1	3	-2.1	3	7	4	-0.9	-2	102

Following part.
item	Compound	Mot1-301 SUMO	phage Ecoli inh	Ecoli viability	PKA-R1A act	AddAB inh	PfHsp90 set2	HTR5A inv ag	OPRM1-OPRD1 inv	OPRM1-OPRD1 ag	HTR5A ag ctr	DSG3 Ab inh
31	COc1ccccc1Nc1nc(N)nc(CSc2nccc(C)n2)n1	5	-0.1	0.3	0	3.5	27	-4	2	-0.3	2	nt
32	COc1ccc(Cn2c(N)c(C#N)c3nc4ccccc4nc32)cc1OC	9	1.4	-0.3	9	2.1	1	-33	-13	2.2	4	98
33	COC(=O)c1cscc1S(=O)(=O)Cc1ccccc1	-8	3.3	-1.3	3	0.3	0	17	5	-1.1	-4	117
34	CCCC(C(=O)Nc1ccc(S(=O)(=O)Nc2ncccn2)cc1)c1ccccc1 (centres undefined)	-8	2.3	-1.3	-21	-0.8	-11	7	9	-1.8	2	106
35	COc1ccccc1NC(=O)c1ccc(NC(=O)CN2CCN(C(=O)c3ccco3)CC2)cc1	-15	1.0	-0.6	-6	0.4	-4	-12	7	-1.4	4	100
36	Cc1nnc(SCC(=O)Nc2ccc(Cl)cn2)[nH]c1=O	i	-4.1	-3.2	0	0.5	-5	-3	10	-2.3	1	93
37	CCOC(=O)/C(=N\Nc1ccc(Cl)cc1)c1csc(Nc2ccccc2)n1	19	0.9	0.2	-11	2.1	-10	25	20	-4.0	0	112
38	COc1ccccc1CNC(=O)c1c(-c2ccccc2)nn(-c2ccccc2)c1C	-1	3.2	0.9	1	-0.4	-12	3	-11	1.9	0	103
39	CC1CCN(C(=O)/C=C/c2ccc(C(C)(C)C)cc2)CC1	-5	2.7	2.0	3	0.8	-21	-9	-19	3.5	9	130
40	CSc1ccccc1NC(=O)COC(=O)Cc1ccsc1	-14	-2.0	0.6	2	1.9	-18	-14	5	-1.2	5	nt

(further entries)
item	Compound	Mot1-301 SUMO	phage Ecoli inh	Ecoli viability	PKA-R1A act	AddAB inh	PfHsp90 set2	HTR5A inv ag	OPRM1-OPRD1 inv	OPRM1-OPRD1 ag	HTR5A ag ctr	DSG3 Ab inh
41	Brc1cccc(CNc2nc3ccccc3n2CCN2CCOCC2)c1	8	4.9	-1.3	-3	1.4	19	nt	nt	nt	nt	114
42	COC(=O)[C@@]1(C)[C@H]2C(=O)N(Cc3ccccc3)C(=O)[C@H]2[C@H]2CN=C(SC)N21	nt	1.8	-0.7	-5	-0.1	-9	5	18	-3.6	-1	102
43	CN1C(=O)C(C)(C)c2cc(S(=O)(=O)NCc3ccc(C(=O)NCc4ccco4)cc3)ccc21	-4	0.9	2.1	7	-1.0	-9	-9	2	-0.5	3	109
44	Cc1cccc(C)c1NC(=O)Cn1nc(-c2ccccc2)nc1-c1ccccc1	-10	3.9	3.8	6	1.1	nt	-8	13	-2.6	-1	91
45	CCOC(=O)c1ccc(NNC(C)=O)c([N+](=O)[O-])c1	-15	3.9	-0.9	-1	4.2	9	9	16	-3.2	-4	94
46	CCC(=O)NCCCOc1ccccc1	35	2.0	2.4	-9	4.0	35	3	12	-2.0	-5	102
47	O=C(c1cccc(Br)c1)c1conc1C(=O)c1ccco1	15	0.7	-1.5	3	1.0	-8	5	1	-0.2	-2	102
48	Cn1ccc(C(=O)N/N=C/c2ccccc2[N+](=O)[O-])n1	-12	5.0	-0.8	-1	5.0	-3	11	2	-0.4	-2	115
49	COc1ccc(C2CC(c3ccc(C)cc3)=NN2C(=O)c2ccccc2)cc1 (centres undefined)	-10	2.8	1.1	-5	0.4	-16	2	-6	1.3	-1	99
50	O=C(COc1ccc(F)cc1)N(Cc1cccc(Br)c1)C1CCS(=O)(=O)C1 (centres undefined)	0	3.2	-1.7	7	1.6	-18	19	-5	1.0	8	94

Next section.
item	Compound	Mot1-301 SUMO	phage Ecoli inh	Ecoli viability	PKA-R1A act	AddAB inh	PfHsp90 set2	HTR5A inv ag	OPRM1-OPRD1 inv	OPRM1-OPRD1 ag	HTR5A ag ctr	DSG3 Ab inh
51	CCn1c(SCC(=O)Nc2cccc(O)c2)nc2c1c(=O)n(C)c(=O)n2C	510	2.5	-0.4	-7	4.8	3	0	-34	4.1	-2	123
52	O=C(OCCN=C1NS(=O)(=O)c2ccccc21)c1cccnc1	6	3.2	1.1	0	1.4	16	-6	-2	0.3	3	111
53	CCCNC(=O)CCn1nc(-c2ccccc2)c2ccccc2c1=O	69	nt	0.3	-10	0.5	9	-13	10	-2.0	4	109
54	Cc1ccc(N2C(=O)C3NN=C(C(=O)OCc4ccccc4)C3C2=O)cc1 (centres undefined)	5	2.3	2.3	6	1.9	23	-23	-1	0.3	9	102
55	Cc1csc2ncc(C(=O)NC(C)c3ccccc3)c(=O)n12 (centres undefined)	-7	1.9	-0.3	-1	1.5	27	7	7	-1.3	-2	93
56	c1ccc(CN2CCN(CCOCCOc3cccc4ccccc34)CC2)cc1	nt	-4.5	0.4	1	-0.7	nt	-4	-6	1.3	2	113
